Assay outcomes as filed in PubChem.
Bim-Bcl-B – inhibitors of Bim-Bcl-B binding, primary screen, biochemical, multiplexed, human Bcl-2 family | Bcl-2-like protein 10 (Homo sapiens), Q9HD36 | bead-based flow cytometry, Bim peptide-Bcl-B binding | inhibition, % at 10 µM | 190,000 compounds, 0.073% hits | AID 951, 2007;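 further: 0% = tracer peptide without compound and 100% = reference inhibitor peptide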
Target sequence (Q9HD36 whole entry, looked up): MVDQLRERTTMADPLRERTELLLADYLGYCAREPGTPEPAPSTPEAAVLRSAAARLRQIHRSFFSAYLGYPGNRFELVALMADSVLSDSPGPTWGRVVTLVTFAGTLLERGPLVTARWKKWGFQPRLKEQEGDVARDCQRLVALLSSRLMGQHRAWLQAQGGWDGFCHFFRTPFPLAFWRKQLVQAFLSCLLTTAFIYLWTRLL
Bim-Bcl-W – inhibitors of Bim binding to Bcl-W, primary screen, biochemical, multiplexed, bead-based flow cytometry; Bcl-2-like protein 2 (Homo sapiens), Q92843; Bim peptide-Bcl-W binding; inhibition, % at 10 µM; 190,000 compounds, 0.02% hits; AID 952, 2007;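 further: 0% = bound tracer without compound and 100% = peptide blocker; higher means less fluorescent Bim peptide bound to Bcl-W beads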
ABCB1 inh – ABCB1 efflux pump inhibitors, primary screen, cell-based, multiplex, flow cytometry, ABCG2 counter-screen; inhibition, % at 6.6 µM; CCRF-Adr cells, JC-1 efflux; AID 1326, 2008; 190,000 compounds, 0.067% hits; in the data active means inhibition above about 40%;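 further: 0% = vehicle and 100% = reference inhibitor; higher value means more JC-1 retained so stronger ABCB1 efflux block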
RGS7-Gao reg – RGS7-Galphao binding modulators, primary screen, biochemical, multiplexed bead flow cytometry; binding response (% of control), % at 10 µM; Guanine nucleotide-binding protein G(o) subunit alpha (Homo sapiens), P09471; actives lie on both sides; 220,000 compounds, 0.35% hits; in the data active means binding response below about 49% or above about 150%; inconclusive means no clear call, values can overlap the other calls; inactive means in between;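 further: fluorescent Galphao held in activated GDP-AlF4 state binding bead-coupled RGS7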
Target sequence (P09471 whole entry, looked up): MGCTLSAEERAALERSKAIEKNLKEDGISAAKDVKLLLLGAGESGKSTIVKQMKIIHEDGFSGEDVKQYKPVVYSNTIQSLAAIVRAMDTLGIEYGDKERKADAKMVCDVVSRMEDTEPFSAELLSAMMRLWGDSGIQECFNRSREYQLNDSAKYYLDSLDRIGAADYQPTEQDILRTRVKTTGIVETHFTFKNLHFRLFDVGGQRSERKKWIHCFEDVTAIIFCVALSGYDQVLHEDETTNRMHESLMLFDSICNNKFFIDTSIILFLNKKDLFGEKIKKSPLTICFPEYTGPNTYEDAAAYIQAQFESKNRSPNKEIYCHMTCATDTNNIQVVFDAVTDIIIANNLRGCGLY
GSH fluor – compound fluorescence on glutathione beads, profiling panel, artefact control, biophysical, 488/530 nm, flow cytometry | fluorescence (KMESF) at 10 µM | GSH beads flow cytometry, compound fluorescence 488/530 nm; stronger effect = higher value | 190,000 compounds, 0.25% hits; in the data active means fluorescence above about 89;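 further: glutathione beads carrying GST-tagged Bcl family fusion proteins plus one bare bead set; values are compound well signal with DMSO vehicle wells as background; inactives centre near 16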
Bim-Bfl-1 – inhibitors of Bim binding to Bfl-1, primary screen, biochemical, multiplexed, bead-based flow cytometry; 190,000 compounds, 0.12% hits; AID 1008, 2008; inhibition, % at 10 µM; Bim-Bfl-1 binding inhibition;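 further: 0% = wells without compound plus tracer and 100% = blocker peptide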
Avidin bead fluor – green autofluorescence of compounds with avidin beads – biophysical, 488/530 nm, flow cytometry, artefact control, profiling panel. compound fluorescence 488/530 nm; stronger effect = higher value. fluorescence (KMESF) at 10 µM. 220,000 compounds, 0.38% hits. AID 1775, 2009; in the data active means fluorescence above about 47; further: inactives centre near 10
RGS4-Gao reg – modulators of RGS4 binding to Galphao, primary screen, biochemical, multiplexed bead flow cytometry; binding response (% of control), % at 10 µM; AID 1415, 2008; 220,000 compounds, 0.33% hits; actives lie on both sides; in the data active means binding response below about 49% or above about 150%; inactive means in between;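 further: fluorescent Galphao activated with aluminum fluoride binding bead-coupled RGS4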
ABCG2 block – ABCG2 efflux pump inhibitors, primary screen, multiplex with ABCB1, IgMXP3 cells, flow cytometry | inhibition, % at 6.6 µM | 190,000 compounds, 0.1% hits | JC-1 efflux | Broad substrate specificity ATP-binding cassette transporter ABCG2 (Homo sapiens), Q9UNQ0;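 active means inhibition above 80%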;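 further: 0% = DMSO and 100% = nicardipine control wells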
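System: two drug-resistant human cell lines, ABCG2 and ABCB1; controls: nicardipine high and DMSO low controls; times: 10 min exposure at 25 °C with rotation, no wash; detection: flow cytometry of retained JC-1 fluorescence; read-out basis: percent efflux inhibition, scaled nicardipine 100% to DMSO 0%; doses: one concentration, 6.6 µM final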
Bim-Bcl-XL – inhibitors of Bim-Bcl-XL binding, primary screen, biochemical, multiplexed, bead flow cytometry, human Bcl-XL; Bcl-2-like protein 1 (Homo sapiens), Q07817; Bim peptide-Bcl-XL binding, fluorescence; inhibition, % at 10 µM; 190,000 compounds, 0.04% hits; AID 1007, 2008
Target sequence (Q07817 whole entry, looked up): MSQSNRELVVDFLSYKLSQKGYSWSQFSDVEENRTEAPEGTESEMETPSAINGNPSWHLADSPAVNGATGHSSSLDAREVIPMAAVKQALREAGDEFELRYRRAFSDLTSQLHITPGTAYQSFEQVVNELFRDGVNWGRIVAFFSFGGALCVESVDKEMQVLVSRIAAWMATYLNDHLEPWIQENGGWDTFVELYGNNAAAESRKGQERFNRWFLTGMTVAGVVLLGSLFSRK
Bim-Bcl-2 – inhibitors of Bim-Bcl-2 binding, primary screen, biochemical, multiplexed, human Bcl-2 family. Bead-based flow cytometry, Bim peptide-Bcl-2 binding. inhibition, % at 10 µM. 190,000 compounds, 0.06% hits; in the data active means inhibition above about 40%; inconclusive means no clear call, values can overlap the other calls;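 further: 0% = no compound wells with probe peptide and 100% = reference peptide inhibitor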
Target sequence (P10415 whole entry, looked up): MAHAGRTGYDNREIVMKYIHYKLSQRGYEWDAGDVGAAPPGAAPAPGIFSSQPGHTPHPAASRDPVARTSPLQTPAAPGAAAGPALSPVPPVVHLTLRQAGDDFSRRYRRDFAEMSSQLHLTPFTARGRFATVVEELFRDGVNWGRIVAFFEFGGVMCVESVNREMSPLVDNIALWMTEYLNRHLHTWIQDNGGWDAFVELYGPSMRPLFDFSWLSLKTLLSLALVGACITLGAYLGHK
* marks the source's active call; other numbers are inactive results; u = inconclusive; & = joins results of further samples. Unless noted, no stated cut-off is given here; in the data, active means inhibition above about 40%.

Value order: Bim-Bcl-XL | Avidin bead fluor | ABCG2 block | RGS4-Gao reg | Bim-Bfl-1 | Bim-Bcl-B | RGS7-Gao reg | Bim-Bcl-W | GSH fluor | ABCB1 inh | Bim-Bcl-2
COc1ccc(NC(=O)c2cccnc2)c(OC)c1
 : -5 | 8 | 0 | 98 | -9 | -9 | 100 | -2 | 31 | -2.3 | -9
Cc1ccc(Cn2ncc3c(N4CCN(c5ccccc5C)CC4)ncnc32)cc1
 : -1 | 5 | 3 | 97 | -11 | -4 | 96 | 1 | 23 | 0.7 | -3
CCOC(=O)Cn1nnnc1C(CC)N(Cc1cccs1)Cc1cc2cc(C)ccc2[nH]c1=O (stereo not given)
 : -1 | 13 | 4 | 100 | 0 | -3 | 97 | -1 | 21 | 2.7 | -4
CN(C)S(=O)(=O)c1cccc(NC(=O)c2cc(-c3cccs3)nn2-c2ccccc2)c1
 : -4 | 13 | 8 | 97 | -19 | -7 | 97 | 0 | 10 | 0.5 | -6
CCOC(=O)C(C(C)=O)=C1SC2CS(=O)(=O)CC2S1 (stereo not given)
 : 0 | 34 | 1 | 103 | 2 | -4 | 100 | 1 | 22 | 0.3 | -6
CCn1c(=O)cc(OCC(=O)N2CCc3ccccc32)c2ccccc21
 : -1 | 7 | 5 | 101 | -8 | -3 | 99 | 1 | 23 | 2.1 | -3
COc1cc(OC)cc(C(=O)Nc2ccc(NC(=O)c3ccco3)c(Cl)c2)c1
 : -11 | 6 | 3 | 105 | -7 | -15 | 122 | -14 | 16 | 0.1 | -8
COc1cc(C2C(C(=O)c3ccc(C)o3)=C(O)C(=O)N2c2cc(C)on2)cc(Br)c1O (stereo not given)
 : 3 | 13 | 0 | 107 | -16 | -11 | 106 | -2 | 27 | 1.0 | -12
CCc1ccc(OCC(=O)Nc2cc(S(=O)(=O)CC)ccc2O)cc1
 : -5 | 12 | 3 | 97 | -4 | -5 | 97 | 0 | 79 | 0.5 | -2
CCN(Cc1ccccc1)c1ccc(/C=N/N2CCOCC2)cc1
 : -8 | 16 | 0 | 104 | -16 | -7 | 107 | -5 | 11 | 0.1 | -9
Cc1ccc(-c2nnc(/C=C/c3ccccc3)o2)cc1
 : -2 | 3 | 1 | 99 | 0 | 0 | 102 | 0 | 7 | 0.1 | 0
Cn1c(=O)c(C(=O)COc2ccc(F)cc2Cl)c(N)n(Cc2ccccc2)c1=O
 : -5 | 17 | 1 | 104 | -7 | -5 | 103 | -5 | 19 | 0.1 | -1
CCOc1c(O)ccc(/C=C2\SC(=S)NC2=O)c1[N+](=O)[O-]
 : 0 | 13 | -2 | 98 | 4 | -2 | 97 | 4 | 10 | -0.9 | 1
CN(C)c1nc(N/N=C/c2c[nH]c3ccccc23)nc(N2CCOCC2)n1
 : -5 | 6 | 5 | 100 | -5 | -5 | 100 | -1 | 13 | 4.6 | -5
CCOC(=O)C(C)n1cnc2c(nnn2Cc2ccc(C)cc2)c1=O (stereo not given)
 : -9 | 49* | 7 | 103 | -19 | -10 | 112 | -2 | 27 | 1.4 | -9
CCn1c(CNc2nc3ccccc3n2C(C)C)nc2ccccc21
 : -4 | 16 | 4 | 101 | -14 | -9 | 103 | 0 | 33 | 1.5 | -8
CC12CC(c3ccccc3O1)N(C(=O)c1ccco1)C(=O)N2c1ccccc1 (stereo not given)
 : -2 | 13 | 1 | 105 | -6 | -4 | 104 | -1 | 78 | 0.3 | -7
CCCCCCNc1c([N+](=O)[O-])c(=O)sc2ccccc12
 : -2 | 8 | 3 | 98 | 3 | 0 | u | -1 | 16 | -0.2 | 0
CN(C)c1ccc(NC(=S)NCC2CCCO2)cc1 (stereo not given)
 : -2 | 1 | 12 | 100 | 0 | 0 | 97 | 1 | 7 | 0.3 | 2
COc1ccc([N+](=O)[O-])cc1N(CC(O)CN1CCCCC1)S(=O)(=O)c1ccccc1 (stereo not given)
 : -5 | 10 | 0 | 99 | -7 | -6 | 100 | -5 | 18 | -0.1 | -4

An excerpt from above in order of number of heavy atoms, ascending:
Value order: Bim-Bcl-XL | Avidin bead fluor | ABCG2 block | RGS4-Gao reg | Bim-Bfl-1 | Bim-Bcl-B | RGS7-Gao reg | Bim-Bcl-W | GSH fluor | ABCB1 inh | Bim-Bcl-2
CCOC(=O)C(C(C)=O)=C1SC2CS(=O)(=O)CC2S1 (stereo not given)
 : 0 | 34 | 1 | 103 | 2 | -4 | 100 | 1 | 22 | 0.3 | -6
Cc1ccc(-c2nnc(/C=C/c3ccccc3)o2)cc1
 : -2 | 3 | 1 | 99 | 0 | 0 | 102 | 0 | 7 | 0.1 | 0
CCCCCCNc1c([N+](=O)[O-])c(=O)sc2ccccc12
 : -2 | 8 | 3 | 98 | 3 | 0 | u | -1 | 16 | -0.2 | 0
CCn1c(CNc2nc3ccccc3n2C(C)C)nc2ccccc21
 : -4 | 16 | 4 | 101 | -14 | -9 | 103 | 0 | 33 | 1.5 | -8
CCn1c(=O)cc(OCC(=O)N2CCc3ccccc32)c2ccccc21
 : -1 | 7 | 5 | 101 | -8 | -3 | 99 | 1 | 23 | 2.1 | -3
CN(C)c1nc(N/N=C/c2c[nH]c3ccccc23)nc(N2CCOCC2)n1
 : -5 | 6 | 5 | 100 | -5 | -5 | 100 | -1 | 13 | 4.6 | -5
COc1cc(OC)cc(C(=O)Nc2ccc(NC(=O)c3ccco3)c(Cl)c2)c1
 : -11 | 6 | 3 | 105 | -7 | -15 | 122 | -14 | 16 | 0.1 | -8
COc1ccc([N+](=O)[O-])cc1N(CC(O)CN1CCCCC1)S(=O)(=O)c1ccccc1 (stereo not given)
 : -5 | 10 | 0 | 99 | -7 | -6 | 100 | -5 | 18 | -0.1 | -4

The results go on:
Value order: Bim-Bcl-XL | Avidin bead fluor | ABCG2 block | RGS4-Gao reg | Bim-Bfl-1 | Bim-Bcl-B | RGS7-Gao reg | Bim-Bcl-W | GSH fluor | ABCB1 inh | Bim-Bcl-2
Cc1cccc(C2Nc3ccccc3C(=O)N2c2ccc(F)cc2)n1 (stereo not given)
 : 2 | 5 | 2 | 100 | 4 | 2 | 102 | 1 | 14 | 0.2 | 6
CC(c1ccc(F)cc1)n1cc(C(=O)NCCN(C)C)nn1 (stereo not given)
 : 0 | 10 | 0 | 90 | -3 | -1 | 87 | 0 | 16 | 0.2 | -2
CC(C)C(NS(=O)(=O)c1cccs1)C(=O)NCc1ccccc1Cl (stereo not given)
 : -4 | 7 | 6 | 106 | -1 | -3 | 105 | -2 | 13 | 2.0 | -6
COC(=O)c1cc(Cl)c(NC(=O)/C=C/c2ccc(Cl)cc2)cc1OC
 : -3 | 30 | 29 | 101 | -15 | -7 | 99 | -1 | 19 | 1.5 | -6
CC(NC(=O)Nc1ccccc1C(F)(F)F)C1CCCO1 (stereo not given)
 : -2 | 13 | -2 | 95 | -3 | -3 | 95 | -3 | 20 | -2.4 | 0
CC(C)n1nc(C(=O)Oc2cc(Cl)ccc2Cl)c2ccccc2c1=O
 : 0 | 11 | 20 | 104 | 6 | -1 | 108 | 0 | 9 | 1.4 | 0
CCN1C(=O)C(Cc2nc3ccccc3c(=O)n2C)c2ccccc21 (stereo not given)
 : -1 | 34 | 1 | 91 | -4 | -3 | 91 | -6 | 19 | 0.4 | -7
O=C(COC(=O)C1CCN(C(=O)Nc2ccccc2)CC1)NCC(F)(F)F
 : -4 | 11 | 0 | 98 | -2 | -4 | 97 | -1 | 11 | 0.3 | -5
c1ccc(-c2n[nH]c(-c3ccccn3)n2)nc1
 : 2 | 11&3 | 24 | 96&106 | -13 | -5 | u | -2 | 26 | 8.0 | -5
CSc1nnc(-c2ccccc2)n1C
 : -3 | 13 | 2 | 95 | -13 | -7 | 99 | 0 | 8 | 0.4 | -13
COC(=O)C1=NN(c2ccccc2)C2(S1)S/C(=C\c1ccccc1)C(=O)N2c1ccccc1 (stereo not given)
 : -1 | 15 | 16 | 101 | -5 | -3 | 102 | 4 | 17 | 1.8 | -8
Cc1c(NC(=O)N(C)C)c(=O)n(-c2ccccc2)n1C
 : -8 | 5 | 1 | 111 | -2 | -5 | 110 | -4 | 16 | 0.3 | 2
CCc1cc(-c2n[nH]c(C)c2-c2nc3ccccc3s2)c(O)cc1OCC(=O)NN
 : 0 | 8 | -2 | 103 | 0 | -7 | 100 | 3 | 25 | -0.3 | 0
O=C(Nc1ncc(S(=O)(=O)c2ccc([N+](=O)[O-])cc2)s1)c1ccc2ccccc2c1
 : -4 | 14 | -12 | 104 | -17 | -8 | 104 | -5 | 11 | -1.3 | -9
O=C(Cn1c(C(F)(F)F)nc2ccccc21)c1ccc(Br)cc1
 : -1 | 5 | 1 | 103 | 0 | 3 | 99 | -1 | 10 | 0.1 | 3
CC(=O)N1CCN(CC(=O)Nc2cc([N+](=O)[O-])ccc2Cl)CC1
 : -6 | 6 | 5 | 96 | -5 | -2 | 106 | -2 | 13 | 1.7 | -6
Cc1oc(/N=C/c2ccc3c(c2)OCO3)c(C#N)c1C
 : 1 | 25 | 1 | 103 | -1 | -2 | 105 | 0 | 9 | 0.3 | -1
O/N=C/c1ccc(OCc2ccccc2)c(Cl)c1
 : -1 | 7 | 6 | 88 | -3 | -3 | 92 | 1 | 12 | 0.2 | -5
CCOC(=O)Cn1cc(C=O)c2ccccc21
 : 0 | 23 | 0 | 99 | 4 | 3 | 97 | 3 | 41 | -0.1 | 2
CC(=O)Nc1ccc(NC(=O)C2CCC(CNS(=O)(=O)c3cccc4nsnc34)CC2)cc1 (stereo not given)
 : -2 | 11 | 3 | 100 | 0 | -2 | 101 | 0 | 13 | 0.2 | -3
CC(C)c1ccc(NC(=O)C2CCCN(S(=O)(=O)c3cnc[nH]3)C2)cc1 (stereo not given)
 : 0 | 9 | 0 | 105 | 0 | 0 | 105 | 0 | 21 | -2.0 | 0
Cc1ccc(S(=O)(=O)N/N=C/c2c(C)nn(-c3ccccc3)c2C)cc1
 : -5 | 13 | 2 | 95 | -1 | -4 | 100 | -4 | 22 | 1.1 | -1
Cc1ccc(SCCNC(=O)c2ccc(C)c([N+](=O)[O-])c2)cc1
 : -5 | 10 | 3 | 99 | -13 | -8 | 94 | 0 | 32 | 0.1 | -10
